# Vif-APOBEC3G blk: qHTS for Inhibitors of Vif-A3G Interactions: qHTS; 0.076% of 410,000 active; HeLa A3G-eYFP + Vif (tagged APOBEC3G with the HIV-1 protein that degrades it), YFP fluorescence, overnight; Potency, µM (doses to about 46.1 µM), without a hit: at the highest dose activity, negative = active, actives largely listed as inhibitors; AID 602310, 2012; DNA dC->dU-editing enzyme APOBEC-3G (Homo sapiens), Q9HC16;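 further: potency means the concentration at half of the fitted maximal effect; on the % scale 0 is the no-effect control and ±100 the full control effect; nearly all actives have a fitted effect of over 60% in size; hits raise eYFP signal because A3G escapes Vif-driven loss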
#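 HeLa cells stably expressing Vif and C-terminally eYFP-tagged A3G, seeded overnight at 37 deg C, then exposed to compound by pintool overnight at 37 deg C. Rise in yellow fluorescence (Ex 488/Em 500-530, Acumen) marks blocked Vif-driven A3G degradation.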
# D2 PAM: HTS Assay for Positive Allosteric Modulators of the Human D2 Dopamine Receptor: Primary Screen for Potentiators; AID 485347, 2010; potentiation, % at 10 µM; D(2) dopamine receptor (Homo sapiens), P14416; 0.34% of 340,000 active; HEK293 T-REx D2, calcium flux, EC20 dopamine potentiation;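 active means potentiation over 3 SD above the plate norm, cut at about 30% in these data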; further: 0% is about no effect
#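 Tetracycline-induced HEK293 T-REx cells force-coupled to calcium signalling expressed D2; compounds were pin-added after a 10 s baseline, read kinetically 180 s, then an EC20 dopamine challenge followed with a further 180 s calcium read.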
# Glioma ERSR ind: qHTS for Inducers of the Endoplasmic Reticulum Stress Response (ERSR) in Human Glioma: qHTS; 0.02% of 420,000 active; Potency, µM, inactives show top-dose activation, most hits filed as activators; U87-MG GRP78 promoter luciferase reporter, 16 h; AID 602332, 2012; further: potency means the concentration at half of the fitted maximal effect; series mostly up to about 76 µM; % of control where 0% means no effect; nearly all actives have a fitted effect of over 35% in size
#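 ERSR induction read as luciferase luminescence (Bright-Glo, 10 min at room temperature) in stably transfected human U87-MG glioma cells exposed to compounds for 16 h, using GRP78 as sensor.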
# D1 potentiator: Potentiators of Human D1 Dopamine Receptor: qHTS. D(1A) dopamine receptor (Homo sapiens), P21728. HEK293 TREx D1 cells, calcium flux, dopamine EC20 potentiation. potentiation, % at 10 µM. 0.036% of 360,000 active. AID 504651, 2011; in the data active means potentiation above about 30%; further: 0% is about no effect
# D1 ag: Allosteric Agonists of the Human D1 Dopamine Receptor: qHTS. D(1A) dopamine receptor (Homo sapiens), P21728. HEK293 T-REx D1 cells, calcium flux, agonist mode. activation, % at 2 µM. 1% of 360,000 active. AID 504660, 2011; in the data active means activation above about 30%; further: 0% is about no effect
#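 Agonism was scored from calcium flux recorded over 180 s (1 read/s) after pintool compound addition, following a 10-cycle baseline. Cells were inducible force-coupled HEK293 TREx D1, plated overnight at 30 C and loaded with no-wash calcium dye.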
# D1 antagonist: Antagonist of Human D 1 Dopamine Receptor: qHTS; HEK293 TREx D1 cells, calcium flux, dopamine EC80; active compounds read low; 3.2% of 360,000 active; AID 504652, 2011; activity change, negative = inhibition, % at 10 µM; in the data active means activity change below about -30%; further: on the % scale 0 is the no-effect control and ±100 the full control effect
#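 Tetracycline-induced HEK293 Trex D1 cells, force-coupled to calcium, dye-loaded; compounds added and read 180 s, then EC80 dopamine added and calcium flux tracked kinetically another 180 s.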
# Vif-A3F inh: qHTS for Inhibitors of Vif-A3F Interactions: qHTS; HeLa A3F-eYFP + Vif (tagged APOBEC3F with the HIV-1 protein that degrades it), YFP fluorescence increase; Potency, µM (doses to about 46.1 µM), for the others: at the highest dose activity, negative = active; 0.2% of 390,000 active; AID 602313, 2012; further: potency means the concentration at half of the fitted maximal effect; % of control where 0% means no effect; nearly all actives have a fitted effect of over 65% in size
#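 HeLa cells stably expressing A3F-eYFP plus Vif, plated and incubated overnight at 37 deg C, then exposed to compounds overnight at 37 deg C. Blocked degradation read as raised yellow fluorescence (Ex 488/Em 500-530).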
# RXFP1 antagonist: qHTS Assay for Antagonists of the Relaxin Receptor RXFP1; 0.59% of 350,000 active; activity change, negative = inhibition, % at 57.5 µM; HEK293-RXFP1, relaxin-stimulated cAMP HTRF, 30 min; active compounds read low; Relaxin receptor 1 (Homo sapiens), Q9HBX9;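 active means activity change of -60% or lower, but not beyond a set lower limit; inconclusive means change between -60% and -40%, or beyond the set limit; inactive means change above -40%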; further: on the % scale 0 is the no-effect control and ±100 the full control effect
# Target sequence (Q9HBX9 whole entry, looked up): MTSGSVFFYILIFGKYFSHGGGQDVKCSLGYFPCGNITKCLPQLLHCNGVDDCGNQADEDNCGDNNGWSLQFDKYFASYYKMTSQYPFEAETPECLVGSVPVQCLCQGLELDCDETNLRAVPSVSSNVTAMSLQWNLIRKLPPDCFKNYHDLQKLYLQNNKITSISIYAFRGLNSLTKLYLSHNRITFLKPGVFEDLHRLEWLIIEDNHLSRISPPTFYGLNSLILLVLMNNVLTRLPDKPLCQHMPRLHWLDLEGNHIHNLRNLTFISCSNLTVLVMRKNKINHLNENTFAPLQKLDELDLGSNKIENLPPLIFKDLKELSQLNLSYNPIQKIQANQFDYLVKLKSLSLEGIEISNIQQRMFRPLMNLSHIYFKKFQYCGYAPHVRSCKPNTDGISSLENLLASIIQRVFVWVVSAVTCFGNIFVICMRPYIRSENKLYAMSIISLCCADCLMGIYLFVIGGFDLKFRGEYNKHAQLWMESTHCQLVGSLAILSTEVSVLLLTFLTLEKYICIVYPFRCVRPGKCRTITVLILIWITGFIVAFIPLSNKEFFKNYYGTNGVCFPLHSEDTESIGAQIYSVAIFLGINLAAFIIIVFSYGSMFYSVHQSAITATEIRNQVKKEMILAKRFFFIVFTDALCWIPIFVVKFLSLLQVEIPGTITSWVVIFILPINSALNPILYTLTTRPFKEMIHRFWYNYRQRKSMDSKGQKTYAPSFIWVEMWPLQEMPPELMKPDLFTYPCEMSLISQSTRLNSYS
# RXFP1 agonist: qHTS Assay for Agonists of the Relaxin Receptor RXFP1. HEK293T-RXFP1 cAMP TR-FRET, 30 min; response scale: percent of porcine relaxin response, buffer zero. Potency, µM (doses to about 57.5 µM), inactives show at the highest dose activation, usual class: activators. 0.3% of 370,000 active; further: potency means the concentration at half of the fitted maximal effect; on the % scale 0 is the no-effect control and ±100 the full control effect; nearly all actives have a fitted effect of over 60% in size; many of its hits are not listed in these tables
#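 HEK293T cells stably expressing RXFP1 were pretreated with the PDE4 inhibitor Ro 20174, exposed to compounds for 30 min at 37C, lysed, and cAMP was read by TR-FRET. Data normalized to buffer (basal) and 29 nM porcine relaxin (100%).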
# The depositor's hits bear a star; ? = inconclusive; nt = not tested or not shown; & = joins results of further samples. Unless noted, the call rests on the fitted dose curve; in most records, active means well fitted curve in the direction sought with a large enough effect; inconclusive means small, poorly fitted or top-dose-only effect, or another doubt; inactive means no such curve, though single readings can be large; an effect the other way counts as inactive or inconclusive. A portion of the library; the hit share may differ from the screen's.
SMILES,Vif-APOBEC3G blk,D2 PAM,Glioma ERSR ind,D1 potentiator,D1 ag,D1 antagonist,Vif-A3F inh,RXFP1 antagonist,RXFP1 agonist
CC(=O)NC(Nc1nc2c(s1)CCCC2)(C(F)(F)F)C(F)(F)F,0.7%,5.9,-3.9%,-4.2,4.2,-0.2,-7.1%,2.8,4.2%
CC(C)[C@H](NC(=O)OCc1ccccc1)C(=O)OCC(=O)Nc1c(F)cccc1F,-3.2%,6.9,-4.0%,2.2,1.0,20.6,4.9%,-0.5,0.1%
Cc1ccccc1S(=O)(=O)Cc1ccc(C(=O)NCCN2CCN(Cc3ccccc3)CC2)o1,0.0%,-21.8,-4.2%,-3.0,1.9,-20.7,0.1%,6.1,0.2%
CCCc1cc(=O)[nH]c(SCC(=O)NC2(C#N)CCCCC2)n1,0.7%,nt,-6.1%,nt,2.7,15.8,-4.3%,1.4,-0.5%
COc1ccc(Cn2c(=N)c(C(=O)NC3CCCCC3)cc3c(=O)n4ccccc4nc32)cc1,0.2%,-16.4,0.0%,1.8,-0.6,-1.6,?,3.9,-2.3%
CCOCCOc1nc2c(c(=O)n(C)c(=O)n2C)n1Cc1ccc(C)cc1,4.7%,1.1,-0.9%,-0.8,0.7,-14.6,4.1%,nt,3.0%
O=C(N/N=C1\CC2CC=CC12)c1ccc(O)cc1 (centres undefined),-10.3%,3.3,3.8%,-3.6,3.7,-8.3,-5.2%,10.0,0.1%
Cc1cccc(N2C(=O)c3ccc(C(=O)Nc4cccc(C(=O)O)c4)cc3C2=O)c1,0.4%,-3.0,-4.3%,-2.6,1.6,-13.9,-3.6%,-0.3,-0.3%
CC1(c2nnc(-c3ccncc3)o2)CC(c2ccc([N+](=O)[O-])cc2)=NO1 (centres undefined),2.3%,6.8,-3.0%,-5.7,20.7,-13.3,10.2%,nt,-1.9%
COC(=O)[C@H]1C[C@@H]1[C@H](NC(=O)c1cc(C)on1)c1ccccc1,2.3%,-0.8,-2.3%,-0.5,19.9,-12.5,-0.5%,nt,-4.9%
CCC(=O)N1c2ccccc2CC1C(=O)NCc1cc(OC)ccc1OC (centres undefined),2.0%,1.8,-2.7%,-0.6,-1.0,-9.3,1.1%,4.5,1.5%
COc1ccccc1-c1cc(C(=O)NN)[nH]n1,?,2.0,-0.9%,0.2,0.6,0.2,-2.0%,-7.6,-6.3%
O=c1[nH]c(=O)n(CCc2ccc(F)cc2)c(O)c1C=NCc1ccc2c(c1)OCO2,0.5%,7.2,-3.7%,-2.0,0.1,0.0,-1.0%,-9.6,0.0%
COc1cccc(C(C(=O)NC2CCCCC2)N(C(=O)c2ccco2)c2ccc(-n3cnnn3)c(C)c2)c1 (centres undefined),0.4%,2.9,-2.0%,-2.2,-0.4,-0.2,-0.9%,-11.5,0.2%
CCCc1ccc(C(=O)/C=C/N(C)C)cc1,-0.3%,nt,-2.0%,-2.5,0.9,5.3,1.2%,-14.7,-1.5%
CCNC(=S)NNc1nc(N2CCOCC2)nc(N2CCOCC2)n1,2.7%,5.1,-3.7%,0.7,3.0,9.8,2.9%,5.4,2.9%
Cc1cc(C)c(NC(=O)CSc2nc3ccccc3c(=O)n2CCCN2CCOCC2)c(C)c1,0.4%,11.3,-3.1%,-3.0,2.2,-2.0,-2.8%,0.4,-0.8%
O=c1[nH][nH]c(-c2ccccc2O)c1C(C[N+](=O)[O-])c1ccc(Cl)cc1Cl (centres undefined),-5.5%,5.8,-0.6%,-2.2,0.5,7.0,0.7%,-6.5,0.7%
COc1ccc(CCNC(=O)Cc2ccc(C)cc2)cc1OC,-0.6%,9.0,-1.1%,9.9,-1.0,0.7,5.7%,-17.9,-1.1%
COc1ccc(CCNS(=O)(=O)c2cccc(C(=O)O)c2)cc1OC,1.7%,25.4,-5.1%,2.3,1.2,-7.0,-0.2%,-0.5,-0.4%
COCCNC(=O)C[C@@H]1C[C@H]2c3cc(NC(=O)Nc4ccc(F)cc4)ccc3O[C@H]2[C@H](CO)O1,-0.4%,nt,-3.4%,nt,nt,nt,-0.4%,-6.5,nt
O=C(Nc1nc2ccc(S(=O)(=O)N3CCCCC3)cc2s1)C1CCCO1 (centres undefined),-14.0%,7.1,0.3%,4.5,2.7,7.0,0.3%,-11.7,1.0%
O=C(OCc1nc2ccccc2s1)c1cccs1,-0.2%,-9.6,9.5%,-6.5,0.1,-17.1,-2.8%,-3.2,0.5%
Cc1cccc(C)c1-n1c(C)nn(CCOc2ccccc2)c1=O,-4.8%,0.4,-2.9%,-6.2,7.5,nt,2.2%,-20.4,0.0%
CC(C)c1ccc(N(CC(=O)NCCCN2CCOCC2)S(=O)(=O)c2ccccc2)cc1,0.1%,5.3,-2.0%,0.9,6.2,12.3,-3.7%,-3.6,1.0%
Cc1ccc(CNC(=O)c2nnc(Cc3ccc(Cl)cc3)o2)cc1,0.7%&0.1%,nt,-0.2%&-2.1%,2.5&5.3,0.9&14.5,-5.9&6.1,-2.8%&4.6%,-0.5&-3.7,1.2%&0.3%
Cc1ccc(-c2nnn(CC(=O)Nc3ccccc3N3CCOCC3)n2)cc1,0.0%,-1.0,-1.2%,0.9,-0.1,7.0,-2.4%,-0.2,1.0%
CN1CCN(c2nc(-c3ccc(C(C)(C)C)cc3)nc3ccccc23)CC1,-17.8%,-4.3,-10.8%,-4.5,6.1,-1.3,-6.2%,-1.2,4.0%
O=C(c1ccc(F)cc1)N1CCC(N2CCCCCC2)CC1,0.1%,4.8,-3.4%,1.9,1.5,0.2,5.1%,-5.8,-1.0%
CCCC(CCC)C(=O)Nc1c[nH]c(=O)[nH]c1=O,0.6%,-7.5,1.1%,-3.1,0.5,-14.2,3.7%,-12.1,-0.4%
O=C(Nc1ccccc1)c1ccc(S(=O)(=O)Nc2cccc(O)c2)cc1,-8.1%,-12.0,-6.0%,-5.5,1.5,5.8,1.4%,8.0,-0.2%
O=C(CCN1CCN(c2ccccc2)CC1)c1ccc(Br)cc1,-7.9%,-27.0,-12.2%,-17.4,2.2,-30.1*,0.0%,-0.7,2.5%
Nc1[nH][nH]c(=O)c1N=Nc1cccc(Cl)c1,-4.3%,-0.8,-2.5%,6.1,-0.9,5.6,?,-13.2,-5.4%
O=C(CSc1ccccc1)Nc1nnc(COc2ccc(Cl)cc2)s1,0.1%,0.4,-6.5%,-8.6,3.2,-6.9,-22.0%,-8.4,1.6%
CC(C)(Oc1ccc(Cl)cc1)C(=O)Nc1cccnc1,-0.3%,nt,-1.5%,-1.1,2.0,2.1,-5.4%,-4.8,-3.1%
CCn1c(=O)c(CCC(=O)NCC2CCCO2)c(C)c2c(C)nn(-c3ccccc3)c21 (centres undefined),-0.9%,-4.8,1.2%,3.9,1.5,32.4,-5.2%,-38.9,0.4%
CC1(C)C2CCC1(CS(=O)(=O)NCc1ccc(C(=O)O)cc1)C(=O)C2 (centres undefined),-6.3%,2.8,-2.0%,-2.5,3.2,2.2,2.3%,-17.3,-0.2%
N#CCCN(Cc1cccnc1)C(=S)NC(=O)C1CC1,nt,0.6,nt,-1.9,3.7,1.6,nt,nt,1.1%
Cc1ccc(S(=O)(=O)Nc2ccc3c(c2)nc2n3CCN(Cc3ccccc3)C2)cc1,2.7%,-14.4,-3.0%,3.1,5.3,3.6,-7.3%,10.3,2.4%
COCCCNC(=O)CNC(=S)N(Cc1cc(OC)c(OC)c(OC)c1)C1CCCC1,0.3%,nt,-3.3%,1.4,-0.2,3.7,2.1%,nt,1.2%
CCN(CC)CC(=O)Nc1ccc(-c2nc3cc(NC(=O)CN(CC)CC)ccc3o2)cc1,-3.8%,16.1,1.0%,6.2,2.4,3.3,-5.5%,-4.5,5.1%
O=C(Cc1ccc(Cl)cc1)Nc1cc(S(=O)(=O)N2CCOCC2)ccc1N1CCCC1,-3.4%,1.1,-4.3%,-0.3,-3.7,-4.8,7.7%,1.2,1.0%
CC1CCCN(C2=C(Cl)C(=O)N(c3cccc(Cl)c3)C2=O)C1 (centres undefined),-0.7%,1.2,-3.2%,-2.9,1.8,-12.1,-2.4%,nt,0.5%
O=C(Oc1cccc(-n2cnnn2)c1)C1CCCCC1,-4.4%,17.9,0.8%,3.2,3.3,10.8,-2.3%,-4.0,1.6%
CCc1ccccc1NC(=O)c1ccoc1C,-4.3%,-5.0,-3.6%,-2.5,-2.8,4.8,3.4%,2.5,1.0%
CSCC[C@H](NC(=O)Cc1c(C)c2c(cc(C)c3c(C)c(C)oc32)oc1=O)C(=O)O,1.0%,-0.1,-2.3%,-6.0,-0.2,8.0,-0.6%,3.7,7.5%
COc1ccc(CNc2ncnc3c2[nH]c2cc(OC)c(OC)cc23)cc1,-3.1%,2.3,-2.4%,-6.4,1.1,10.4,7.2%,-20.5,1.5%
Cc1cccc(NC(=O)CN(C)S(=O)(=O)c2cnc[nH]2)c1,-3.2%,0.0,4.7%,-3.1,1.8,5.5,4.8%,-1.7,2.6%
COc1ccc(NC(=O)C2(c3ccc(NC(=O)c4ccc(C)cc4)cc3)CCCC2)cc1,1.3%,-4.3,-0.3%,-0.3,4.2,-7.7,5.0%,-3.7,4.1%
